PDI inh – inhibitors of human protein disulfide isomerase | P07237 | PDI insulin aggregation turbidity, A650, 90 min | inhibition, % at 10 µM | 350,000 compounds, 0.052% hits;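 active means mean inhibition across replicates of 30% or more, whatever share of single replicates reach that level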;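 further: absorbance from insulin aggregation driven by PDI reduction with DTT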
H9c2 protect – protects H9c2 cardiomyocytes from peroxide injury. 360,000 compounds, 0.63% hits. H2O2 injury protection, ATPLite, 2 h. protection from H2O2 cell death, % at 20 µM;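 active means compounds giving at least 50% protection of heart cells from peroxide-induced death in the single-dose screen, raw or plate-pattern-corrected value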;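 further: 0% = DMSO wells with peroxide and 100% = DMSO wells without peroxide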
Glyco luc inh – blocks N-linked glycosylation in D54 reporter cells; D54 ERlucT glycosylation luciferase reporter, 24 h; percent of 100 nM tunicamycin response; reporter increase, % at 12.5 µM; 360,000 compounds, 0.23% hits;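 active means mean luciferase reporter signal, scaled so untreated is 0 and the glycosylation-blocking control 100, at or above a set limit in every replicate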;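 further: luciferase carries N-glycosylation sites so blocking glycosylation raises the light; 0% = median of neutral control wells and 100% = median of 100 nM tunicamycin wells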
HTR2A ag – activates the mouse 5-HT2A serotonin receptor; activation, % at 7.6 µM; 360,000 compounds, 0.66% hits; CHO-K1 mHTR2A beta-arrestin complementation, luminescence; percent of 30 µM serotonin response; P35363;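 active means activation above a run cutoff, the mean activation of all tested compounds plus 3 SD, cut at about 14% in these data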;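 further: 0% = plate median of compound wells and 100% = 30 µM serotonin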
ABCB6 inh MLPCN – human ABCB6 transporter inhibition | AID 602162 | Q9NP58 | fluorescence ratio to DMSO, % at 10 µM | 360,000 compounds, 0.19% hits | K562-ABCB6 porphyrin accumulation, flow cytometry, 1 h; hits give low values;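 active means fluorescence ratio to DMSO below 75%, the collection mean minus 3 SD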;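 further: signal is porphyrin accumulated inside mitochondria; 100% equals median channel fluorescence of DMSO control wells; lower ratio means ABCB6 inhibition with less porphyrin fluorescence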
CaV13 FRET inh – Disruptors of the CACNA1D IQ motif to Ca2+-dependent inactivation inhibitor domain association, primary screening, Förster resonance energy transfer in intact living …. HEK cells, CFP/YFP FRET ICDI-IQ, plate reader, 10 min; percent FRET-ratio fall versus neutral wells. inhibition, % at 12.3 µM. 340,000 compounds, 0.098% hits. AID 743397;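 active means mean replicate inhibition of at least 30% and at least 1% of replicates passing that level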;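 further: 0% = median of the neutral control wells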
MC4R ag barr – human MC4R agonism via beta-arrestin. 360,000 compounds, 0.98% hits. activation, % at 8.9 µM. U2OS MC4R beta-arrestin complementation, luminescence; percent of melanotan II response, DMSO zero. P32245;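 active means activation above a per-plate cutoff, the mean activation of sample wells on that plate plus 3 SD, cut at about 8% in these data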
MC4R antagonist – blocks human MC4R cAMP signaling | inhibition, % at 6.5 µM | 360,000 compounds, 0.48% hits | MC4R-expressing cells, MTII-stimulated cAMP, LANCE TR-FRET | AID 540295;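 active means inhibition above its plate's cutoff, the mean of tested wells on that plate plus 3 SD, cut at about 29% in these data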;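 further: 0% = Melanotan II alone and 100% = Melanotan II plus saturating MCL0020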
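Assay system: U2OS cells stably expressing human melanocortin 4 receptor (MC4R) / Dosing: 6.5 µM / Timing: compound 30 min, challenge 1 h, detection 1 h / Measured by: Eu-cAMP/anti-cAMP TR-FRET, emission 671 nm / Replicates: singlicate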
Exocytosis inh – blocks lytic granule exocytosis; 360,000 compounds, 0.66% hits; inhibition, % at 10 µM; TALL-104 LAMP-1 surface exposure, flow cytometry; cells stimulated with thapsigargin and PMA; AID 651702;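 active means inhibition above about 55%, limit read from the data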
ABHD5 PLIN5 PPI – ABHD5-PLIN5 protein interaction inhibition | 360,000 compounds, 0.78% hits | Q00G26+Q8WTS1 | Split G. princeps luciferase complementation, luminescence, 4 h | inhibition, % at 4 µM;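 active means inhibition above the mean inhibition across every tested compound plus 3 SD, cut at about 22% in these data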;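 further: 0% = DMSO only wells and the 100% control is not disclosed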
Target sequence (Q00G26 whole entry, looked up): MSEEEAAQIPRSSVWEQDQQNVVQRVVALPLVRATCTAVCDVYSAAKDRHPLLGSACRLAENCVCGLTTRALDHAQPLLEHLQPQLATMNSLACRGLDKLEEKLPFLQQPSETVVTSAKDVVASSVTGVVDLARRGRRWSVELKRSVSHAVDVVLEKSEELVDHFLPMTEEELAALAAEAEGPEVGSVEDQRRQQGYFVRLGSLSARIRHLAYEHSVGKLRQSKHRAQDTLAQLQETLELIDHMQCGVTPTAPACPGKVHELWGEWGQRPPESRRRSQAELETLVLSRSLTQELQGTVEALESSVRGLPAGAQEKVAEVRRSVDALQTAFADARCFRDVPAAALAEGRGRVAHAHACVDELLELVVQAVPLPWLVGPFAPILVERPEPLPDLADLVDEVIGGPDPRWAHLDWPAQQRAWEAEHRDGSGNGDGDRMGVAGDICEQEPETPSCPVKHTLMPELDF
Target sequence (Q8WTS1 whole entry, looked up): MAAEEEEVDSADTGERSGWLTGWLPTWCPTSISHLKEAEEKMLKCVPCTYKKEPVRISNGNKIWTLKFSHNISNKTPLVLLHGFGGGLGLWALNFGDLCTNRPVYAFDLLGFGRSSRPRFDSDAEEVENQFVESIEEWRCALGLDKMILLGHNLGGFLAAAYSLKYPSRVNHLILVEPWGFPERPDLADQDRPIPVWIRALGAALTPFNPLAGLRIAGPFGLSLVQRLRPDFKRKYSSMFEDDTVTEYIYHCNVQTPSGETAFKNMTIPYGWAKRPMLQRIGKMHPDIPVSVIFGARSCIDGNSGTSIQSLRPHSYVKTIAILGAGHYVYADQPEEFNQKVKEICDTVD
Starred values were filed as active, the others as inactive; . = not tested or not shown.

SMILES	PDI inh	H9c2 protect	Glyco luc inh	HTR2A ag	ABCB6 inh MLPCN	CaV13 FRET inh	MC4R ag barr	MC4R antagonist	Exocytosis inh	ABHD5 PLIN5 PPI
CC(C)CS(=O)(=O)C1=NSC2=NC(=O)/C(=C\c3ccc(OC(=O)c4ccco4)cc3)C(=N)N21	4	16	0	1	99	-2	-3.6	-4	-4	1
CCCCNC(=S)NCc1ccc2[nH]c3c(c2c1)CCCC3	.	-18	-1	-4	99	-9	1.5	0	-1	-5
Cc1cc(=O)oc2c(N)c(O)ccc12	-4	5	3	-1	101	10	0.5	-6	1	-3
CCOc1cc(N2CCOCC2)c(OCC)cc1NC(=O)Cn1cnnn1	4	7	-1	1	95	-2	-1.4	6	-6	0
Cc1ccc(S(=O)(=O)N(Cc2ccc([N+](=O)[O-])cc2)C(=O)N2CCN(C)CC2)cc1	-6	-6	1	7	98	.	0.5	-4	1	14
COc1cc(OC)c2c(-c3cccc(-c4ccc(C(F)(F)F)cc4)c3)cc(=O)oc2c1	7	-4	4	5	99	-6	0.2	-27	3	-6
COc1ccc(S(=O)(=O)Nc2ccc3c(c2)OCCO3)cc1OC	6	-5	-3	6	100	-2	1.1	-5	15	1
CCCOC1CCCN(Cc2cn(C)nc2-c2ccccc2F)C1 (configuration not stated)	-4	-4	0	4	99	2	-1.0	17	1	5
FC(F)(F)c1nnc2c(Sc3ccccc3)nc3ccccc3n12	5	23	9	0	110	-3	-3.7	21	3	2
COC(=O)COc1cccc(NC(=O)c2ccc(C)cc2)c1	12	3	1	0	97	-5	-1.4	6	0	-2
CCOC(=O)c1nnn(-c2nonc2-n2cccc2)c1CN1CCCCC1	-3	-21	-4	2	112	-1	6.4	-3	-2	2
O=C(NCCc1cccc(Cl)c1)C1CCC(=O)N(Cc2ccc(Cl)cc2)C1 (configuration not stated)	3	-6	-2	-1	101	-5	-0.9	9	-8	-7
O=C(O)c1ccc2c(c1)C(=O)N(c1ccc(Cl)cn1)C2=O	0	0	-3	3	97	-6	0.6	0	-4	6
Cc1cccc(C)c1NC(=O)C1(C)CSCC(=O)N1Cc1ccco1 (configuration not stated)	.	.	.	0	.	-7	.	.	13	11
C=CCc1c(C)nc(SCc2nc3ccccc3c(=O)[nH]2)[nH]c1=O	3	16	1	-1	102	.	-1.3	-1	-1	-3
CN(CCNC(=O)c1ccc(/C=N/O)nc1)Cc1ccccc1	0	2	-4	-1	105	-3	-2.7	-6	-1	1
CCCCn1c(/N=C/c2ccc3c(c2)OCO3)nc2ccccc21	1	-8	-2	3	99	-9	-0.8	6	-3	8
COc1ccc(Br)cc1CNC(=O)CCC(=O)N1CCSc2ccccc21	.	-2	-2	2	100	-6	-0.6	13	11	-1
Cc1nc(NCCc2cnc[nH]2)c2oc3ccccc3c2n1	-6	22	4	-2	104	-9	0.7	-1	-2	0
CC(=O)c1cccc(NC(=O)N2C3CCC2CC(NC(=O)Nc2ccccc2)C3)c1 (configuration not stated)	25	-5	3	3	100	0	-2.4	8	-13	-5
Cc1cccc(C)c1NC(=O)C(c1ccccc1)n1c(=O)c(-c2cc3ccccc3[nH]2)nc2ccccc21 (configuration not stated)	.	.	.	6	.	-26	.	.	0	0
CCOC(=O)CC(=O)CSc1nc2c(c(-c3cccs3)c1C#N)CCC2	3	-3	1	3	97	-4	1.0	3	0	-3
CN=C1S/C(=C\c2ccc(N3CCOCC3)cc2C)C(=O)N1C	-3	-6	2	3	91	-5	-0.5	0	4	2
CC(=O)Nc1ccc(S(=O)(=O)Nc2cccc3[nH]ncc23)cc1	11	-1	0	-3	97	-1	-0.1	14	5	1
OCc1cc(C(O)CNCCCCCCOCCCCc2ccccc2)ccc1O (configuration not stated)	0	-13	3	-4	103	-5	0.8	-2	4	-2
COc1cc(OC)cc(C(=O)NCCCn2ccnc2)c1	0	2	-1	-4	92	-5	-1.9	4	-2	-7
Cc1ccccc1C(=O)Nc1ccc(C(=O)N/N=C/c2ccccn2)cc1	7	8	1	0	99	-3	-1.7	0	-2	4
OCCOCCNc1ncnc2c1cnn2-c1ccc(Cl)cc1	-1	-10	-7	-2	91	-2	-0.9	2	0	6
COCCNC(=O)c1n[nH]c2ccccc12	5	-5	3	7	98	-3	-2.4	3	-3	-3
Cc1nn(CCc2n[nH]c(=S)n2-c2ccc(F)cc2)c(C)c1[N+](=O)[O-]	0	4	4	4	97	-8	-2.7	3	-1	-3
COc1ccc(CNC(=O)COC(=O)c2ccc(Br)o2)cc1	-7	7	-2	3	99	-2	-3.5	-1	5	-5
O=C(CN1CCN(S(=O)(=O)c2cccc(Cl)c2)CC1)NCC1(N2CCOCC2)CCCCC1	-2	6	0	1	102	-5	-3.6	10	-3	-6
O=C(Nc1ccncc1)c1cccc(S(=O)(=O)N2CCCC2)c1	1	-7	1	7	92	-7	-0.2	-4	6	10
Cn1c(COc2ccccc2)nnc1SCC(=O)Nc1ccc(S(N)(=O)=O)cc1	13	4	0	2	89	-4	-0.6	2	4	0
CCn1c(SC)nnc1C1CCN(S(=O)(=O)c2ccc(OC)cc2)CC1	-11	-1	-1	-1	91	-5	-1.5	3	-3	0
Cn1c(CNc2nc(-c3ccccc3)cs2)nnc1SCC(=O)c1ccccc1	1	16	-2	3	98	.	-2.4	2	2	16
CCOc1cc(Cl)c(NC(=O)CC)cc1OCC	3	2	2	4	99	-3	0.0	1	-2	8
O=C1Cc2ccccc2C(=O)N1c1ccccc1	12	-3	2	1	103	-8	0.5	24	-7	7
Cc1ccc(-c2noc(-c3ccccc3F)n2)cc1	-5	-27	-9	4	101	-17	2.7	5	-2	1
O=C(CNc1ccc(Br)cc1)Nc1cccc(S(=O)(=O)N2CCCC2)c1	-4	-7	4	-1	93	-7	-2.6	2	1	1
CCC(=O)N(CCc1ccccc1)Cc1cc2cc(OC)ccc2[nH]c1=O	-5	4	0	2	97	-16	2.0	12	-1	-3
CC(=O)Nc1cc(-c2ccc(N(C)C)cc2)cn2c(-c3ccc(F)cc3)cnc12	-9	-4	-13	-8	137	-16	123*	-8	0	-1
Cc1cccc(NC(=O)c2ccc(COc3ccc(Cl)cc3Cl)o2)n1	4	-2	1	6	109	-8	3.5	7	-1	-3
O=C(O)/C=C\C(=O)O	-1	8	2	0	95	-6	0.2	-1	-10	2
Cc1ccc(S(=O)(=O)N2CCN(C(=O)CCn3nc(C)c(C)c3C)CC2)cc1	10	0	2	3	92	-8	0.5	-3	12	2
Nc1ccc(C2(c3ccc(N)cc3)OC(=O)c3ccccc32)cc1	10	0	-1	6	99	-1	0.2	-1	-2	-9
Cc1ccc(C)c(NC(=O)COC(=O)c2cc(=O)c3ccccc3o2)c1	-3	4	4	6	104	.	-2.9	5	73*	-3
O=C(N/N=C\c1ccncc1)c1ccc(Br)s1	-1	9	-1	-2	98	.	-2.5	0	0	-7
Cc1ccccc1-c1nc2sc(C)c(C)c2c(=O)o1	-23	-12	0	3	96	-5	0.1	7	-12	3
CC(C)NC(=O)N(C)C[C@H]1OCc2cnnn2CCCC(=O)N([C@H](C)CO)C[C@@H]1C	3	6	2	-2	98	-10	2.2	0	0	10
COc1ccc(-c2cc(C(F)(F)F)c(C#N)c(SCC(=O)Nc3ccc(C)cc3)n2)cc1	-2	13	1	-5	109	.	-2.3	-5	2	-2
COc1ccc(CNC(=O)COC(=O)Cc2ccc(Cl)cc2Cl)cc1	0	-3	0	-4	96	-13	-0.9	-1	14	-1
CCOc1ccccc1N(CC(=O)Nc1ccccc1)S(=O)(=O)c1ccccc1	-4	5	-3	-8	94	-2	-2.2	12	32	1
CCOC(=O)CNC(=O)CSc1nc(-c2ccc(OC)cc2)ns1	3	-19	2	-1	97	-4	1.0	7	-3	2
COc1ccc(Br)cc1/C=N/NC(=O)c1cc(OC)c(OC)c(OC)c1	0	1	17	1	89	-5	1.1	7	-1	-3
CC(C)C(=O)NC(NCC1CCCO1)C(Cl)(Cl)Cl (configuration not stated)	-2	-1	1	17*	94	-7	-1.7	11	-3	3
CC1(C)CC(NC(=O)c2cccc(Cl)c2)CC(C)(C)N1	7	2	2	0	97	-1	-0.3	3	-1	4
CC(C)C(=O)Nc1nnc(-c2ccco2)s1	12	6	3	8	96	-20	1.1	2	5	-4
O=C(Nc1cnc2sccn2c1=O)c1ccc(Cl)cc1Cl	-6	-11	-17	2	103	-4	0.7	18	-5	-1
Cc1cccc(N2C(=O)CN(Cc3ccccc3)C2=S)c1	-2	-1	-1	-2	97	-18	0.6	5	-8	6

Later entries
SMILES	PDI inh	H9c2 protect	Glyco luc inh	HTR2A ag	ABCB6 inh MLPCN	CaV13 FRET inh	MC4R ag barr	MC4R antagonist	Exocytosis inh	ABHD5 PLIN5 PPI
O=C(Nc1ccccc1)c1c(F)cccc1F	8	3	-1	0	96	-8	1.7	5	2	6
Cc1cccc(N2N=C(C(=O)N3Cc4ccccc4CC3C(N)=O)CCC2=O)c1 (configuration not stated)	-4	2	1	-4	103	-2	-2.0	2	-4	-5
CCNS(=O)(=O)c1ccc(Br)c(OC)c1	0	0	-2	2	101	-8	-1.0	-7	-1	-4
Cc1cc(NC(=O)Nc2cccc(Cl)c2)n(-c2ccccc2)n1	-10	3	-3	-3	102	4	-2.4	7	-1	5
CC(=O)NCCC(=O)Nc1cc(S(=O)(=O)N2CCCCC2)ccc1N1CCN(C)CC1	0	2	0	4	98	-7	-1.0	-2	4	-3
CN(Cc1ccccc1)c1ncnc2c1cnn2-c1ccccc1	2	-12	0	-3	95	-8	3.1	5	-1	-12
CCOC(=O)Cc1nnc(NC(=O)CC)s1	8	10	1	1	100	-2	-1.7	13	-3	-5
Cc1cc(C(=O)COC(=O)c2cccc(S(=O)(=O)N(C)C)c2)c(C)n1CC1CCCO1 (configuration not stated)	-6	-24	-3	-4	97	-4	-1.5	13	-4	-6
CCN1CCN(c2ccc(S(=O)(=O)N3CCOCC3)cc2NC(=O)C(C)Oc2ccc(F)cc2)CC1 (configuration not stated)	-4	7	-1	-9	99	-1	-1.6	0	7	0
CCOC(CCNC(=O)CCC(=O)Nc1ccc2nc(N3CCN(C)CC3)cc(C)c2c1)OCC	-2	1	2	-1	93	-5	-2.2	-1	-9	-10
COc1ccc(OC)c(NC(=O)c2nc3ccccc3s2)c1	-5	-16	3	2	93	-1	-0.1	2	-2	0
COc1ccc(CCN(CC(=O)NC2CCCC2)C(=O)Cn2nnc(-c3ccc(C)o3)n2)cc1OC	-3	8	1	-2	97	-6	-1.1	11	3	2
Cc1scc(C(=O)N/N=C/c2ccc([N+](=O)[O-])o2)c1C	15	-7	16	-1	100	-2	-2.2	-14	0	-8

Record cards, from the list above:
Record of CCOC(CCNC(=O)CCC(=O)Nc1ccc2nc(N3CCN(C)CC3)cc(C)c2c1)OCC → PDI inh = -2; H9c2 protect = 1; Glyco luc inh = 2; HTR2A ag = -1; ABCB6 inh MLPCN = 93; CaV13 FRET inh = -5; MC4R ag barr = -2.2; MC4R antagonist = -1; Exocytosis inh = -9; ABHD5 PLIN5 PPI = -10
Record of COc1ccc(CCN(CC(=O)NC2CCCC2)C(=O)Cn2nnc(-c3ccc(C)o3)n2)cc1OC → PDI inh = -3; H9c2 protect = 8; Glyco luc inh = 1; HTR2A ag = -2; ABCB6 inh MLPCN = 97; CaV13 FRET inh = -6; MC4R ag barr = -1.1; MC4R antagonist = 11; Exocytosis inh = 3; ABHD5 PLIN5 PPI = 2
